TAG inh = inhibitors of triacylglycerol accumulation, primary screen, cell-based, uHTS, fluorescence, H9c2. H9c2 cells, Nile Red lipid (TAG) fluorescence; cells loaded with 200 µM oleic acid. inhibition, % at 12.5 µM. actives 0.66% (n = 230,000);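 active = pattern-corrected inhibition of lipid staining of at least 50% with the nuclear-stain viability signal not falling by more than 50%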;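 note: 0% = DMSO wells and 100% = triacsin C control wells; some results filed as inactive read as strong as hits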
TAG inh DAPI viability = second read-out of TAG inh, no call of its own (marks repeat the call); DAPI nuclei signal change (viability), lower = more cytotoxic, %;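 whole-well DAPI fluorescence read on a plate reader as a viability signal; minus 50 percent equals half of cells still viable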
An asterisk follows results filed as active. Not all compounds are listed; count on the stated rates, not on these rows.

Below each compound – TAG inh	TAG inh DAPI viability
CCc1nc2ccc(C(=O)NCCc3c[nH]c4ccccc34)cn2c1N(C=O)CCC(C)C
 : 1.1	7.6
O=S(=O)(NC1CCCC1)c1ccc(F)cc1F
 : -10.0	7.1
COCCN(Cc1ccccc1)C(=O)c1c(C)nn(-c2ccccc2)c1C
 : -1.0	6.3
CCCCCCCC(=O)OCC(=O)[C@@]1(O)CC[C@H]2[C@@H]3CCC4=CC(=O)CC[C@]4(C)[C@H]3[C@@H](O)C[C@@]21C
 : 23.7	20.1
FC(F)(F)c1ccc(CN2C[C@@H]3C(c4ccccc4)C4(c5cccnc5)CC3(C4)[C@H]2c2ccccc2)cc1 (some centres not stated)
 : -23.8	-5.8
COc1nc(SCC(=O)Nc2ccccc2Cl)nc(N(C)C)n1
 : -15.4	7.3
N[C@@H](Cc1ccccc1)c1nnc(SC/C=C/c2ccccc2)o1
 : -6.6	3.3
Cc1ccnc(NS(=O)(=O)c2ccc(NC(=O)c3cccc(Cl)c3)cc2)n1
 : 8.7	-0.1
CCc1ccc(NC(=O)c2ccc(-n3cncn3)c([N+](=O)[O-])c2)cc1
 : -3.9	0.9
CN(Cc1nc2ccccc2c(=O)[nH]1)C(=O)COc1ccccc1Cc1ccccc1
 : -9.7	-4.5
CCOc1ccc(S(=O)(=O)N2CCOCC2)cc1NC(=O)CN1C(=O)NC2(CCCC2)C1=O
 : 23.1	1.4
Cc1nnc2sc(SCc3ccccc3Cl)nn2c1=O
 : -20.2	77.9
Fc1ccc(C(Nc2ccccn2)c2c[nH]c3ccccc23)cc1 (configuration not stated)
 : 9.1	-1.9
CCSc1nc(O)cc(=O)n1CC
 : 1.1	-10.7
CCN(C(=O)CSc1nc2ccc(O)cc2c(=O)n1-c1ccc(OC)c(OC)c1)C1CCS(=O)(=O)C1 (configuration not stated)
 : -6.9	1.2
COc1ccc(-c2cc(-c3cc(OC)ccc3O)[nH]n2)cc1
 : -5.5	7.0
CCOC(=O)N1CCN(Cc2cn[nH]c2-c2cc3ccccc3o2)CC1
 : -7.6	10.1
COc1ccc(-c2cccc(-c3cc(=O)oc4cc5c(cc34)OCO5)c2)cc1
 : -23.3	0.3
O=C(CSc1nccc(=O)[nH]1)NC1CCCCCCC1
 : -26.4	0.3
COc1cc2c(cc1OC)C(c1ccc([N+](=O)[O-])cc1)NC(=O)C2 (configuration not stated)
 : -16.4	1.1
O=C(CN1CCN(c2ccccc2O)CC1)NCCCc1ccccc1
 : -1.2	20.5
CC1CN(C(=O)c2cc3cc(Cl)cc(Cl)c3oc2=O)CC(C)O1 (configuration not stated)
 : 3.9	-11.5
CC(NC(=O)CCl)c1ccc(Cl)c(Cl)c1 (configuration not stated)
 : -13.0	-7.1
N=C1SCC(=O)N1c1ncc(Cc2ccccc2Cl)s1
 : -5.9	8.4
CC(C)(C)CC(=O)NC(=S)NCc1ccccc1
 : -6.4	1.0
O=C(NCCc1csc(-c2ccccc2)n1)c1c(F)cccc1F
 : 8.4	-7.6
CCOC(=O)c1c(NC(=O)c2ccccc2Cl)sc2c1CCc1ccccc1-2
 : -3.4	50.1
N#Cc1ccc(OCc2nnc(-c3ccc([N+](=O)[O-])cc3)o2)cc1
 : -1.3	2.4
CN(Cc1nc2ccccc2c(=O)[nH]1)C(=O)c1cccc(NC(=O)c2cccs2)c1
 : 8.5	-6.0
CN(Cc1nc(-c2cccc(Cl)c2)no1)C1CCOCC1
 : -15.2	-0.7
COc1ccc(C(C)(NC(C)=O)c2nc(-c3cc(F)cc(F)c3)cs2)cc1 (configuration not stated)
 : 13.8	-7.0
O=C(COc1ccc(Br)cc1)N(CCO)CCO
 : -7.2	5.1
CC(=O)Nc1ccc(NC(=O)CSC2=NS(=O)(=O)c3cc(Cl)ccc3N2)cc1
 : -10.8	2.8
CCCS(=O)(=O)c1c(S(=O)(=O)CCC)c2ccc(C(N)=O)cn2c1C(=O)c1ccc(OC)cc1
 : 2.3	-1.3
O=C(CCSc1nnc(-c2ccncc2)o1)Nc1ccc(Cl)cc1
 : 15.3	3.0
COc1ccc(-c2nc(=S)c3c(n2Cc2cccnc2)CC(C)(C)OC3)cc1
 : 7.2	1.1
N#Cc1ccc(-c2ccccc2)nc1SCC(=O)c1cccc(Cl)c1
 : -13.4	14.0
CN(C)CCNC(=O)c1ccc(COc2ccc(Cl)cc2Cl)cc1
 : 28.6	19.5
O=C(O)C(c1ccccc1)C(O)c1ccc2c(c1)OCO2 (configuration not stated)
 : 0.1	6.7
CC1(c2ccc3c(c2)OCO3)NC(=O)N(CC(=O)NCCC2=CCCCC2)C1=O (configuration not stated)
 : 3.5	5.0
COc1cccc(C(C)(O)c2nc(-c3ccc(S(C)(=O)=O)cc3)cs2)c1 (configuration not stated)
 : -20.8	10.8
O=C(NN=Cc1ccc2c(c1)OCO2)c1ccncc1
 : -29.3	0.9
CCOc1ccccc1C(=O)Nc1ccc(S(=O)(=O)N2CCN(C)CC2)cc1
 : -3.0	4.7
CCN(CC)c1ccc(N)cc1S(=O)(=O)Nc1ccc(OC)cc1
 : -37.2	0.8
Cc1ccc(S(=O)(=O)NC(=O)C2(C)CCN2C(=O)c2ccccc2)nc1 (configuration not stated)
 : 0.2	8.0
CCCNC(=O)c1ccc2c(=O)c(O)c(-c3cccc(Br)c3)[nH]c2c1
 : -9.7	-2.9
O=C(C1=C[C@H](c2ccccc2)C[C@H](OCCCCO)O1)N1CCN(Cc2ccccc2)CC1
 : 18.0	-0.2
Cc1ccc(S(=O)(=O)N2CCCN(C(=O)c3ccc(-n4nccc4C)cc3)CC2)cc1
 : -3.1	3.5
C=CCSC1=N/C(=C\c2cc(OC)c3c(c2)OCO3)C(=O)S1
 : 11.2	0.3
Nc1ccc2c(c1)COC2=O
 : -9.2	-0.5
Clc1ccc(C2=CC(c3ccco3)n3ncnc3N2)cc1 (configuration not stated)
 : -21.2	22.5
CSCCC(NC(=O)c1ccccc1Br)C(=O)NNC(=O)c1csc(N2CCOCC2)n1 (configuration not stated)
 : -6.7	9.0
Cc1ccc(OCC(=O)Nc2c[nH]c(=O)[nH]c2=O)cc1C
 : -0.2	9.2
O=C(O)C1Cc2ccccc2CN1S(=O)(=O)/C=C/c1ccccc1 (configuration not stated)
 : -6.3	2.9
Cn1c(SCc2ccccc2F)nc2ccccc2c1=O
 : -50.8	4.8
CCOC(=O)c1ccc(NC(=S)NCCc2ccc(OC)c(OC)c2)cc1
 : 5.1	2.4
O=C1[C@H]2[C@@H](c3ccc(C(F)(F)F)cc3)N[C@]3(CCCN(CC4CCCCC4)C3=O)[C@H]2C(=O)N1Cc1ccccc1
 : 13.3	1.0
CC(=O)Nc1nnc(CSCc2ccccc2F)s1
 : 7.6	-5.9
COc1ccccc1N1CC(C(=O)OCC(=O)Nc2cc(C)on2)CC1=O (configuration not stated)
 : 8.7	-7.1
CCCNC(=O)c1sc2c(c1C(=O)Nc1ccccn1)CCCC2
 : 13.5	8.6

An excerpt of these results, field by field.
> CC1CN(C(=O)c2cc3cc(Cl)cc(Cl)c3oc2=O)CC(C)O1 (configuration not stated)
  TAG inh = 3.9; TAG inh DAPI viability = -11.5
> CN(Cc1nc2ccccc2c(=O)[nH]1)C(=O)COc1ccccc1Cc1ccccc1
  TAG inh = -9.7; TAG inh DAPI viability = -4.5

Carrying on.
Below each compound – TAG inh	TAG inh DAPI viability
COc1ccc(N2C(=O)C(Cl)=C(Nc3ccccc3OC)C2=O)cc1
 : 0.0	-1.4
Cc1cccc(C(=O)N(c2ccccn2)C(C)c2ccco2)c1 (configuration not stated)
 : -39.0	-8.4
O=C(NC1CCCC1)C1CC(=O)N(CCc2ccccc2)C1 (configuration not stated)
 : 11.2	2.7
CC(=O)Nc1ccc(-c2ccnc3c2CC(C)(C(=O)Nc2cccc(C(F)(F)F)c2)O3)cc1 (configuration not stated)
 : 9.8	-9.4
Cc1cc(NC(=O)CSc2nnc(-c3c[nH]c4ccccc34)n2C)no1
 : -4.5	-5.6
CC(C)COC(=O)N1CCCCC1c1cc(C(=O)N2CCOCC2)no1 (configuration not stated)
 : 14.0	-4.4
C=CC[C@H](CC(=O)NCCO)C(=O)N[C@@H](COC(=O)[C@@H](CC=C)Cc1ccc(F)cc1)Cc1ccccc1
 : 5.0	-2.7
O=C(c1ccc2c(=O)n(C3CCCC3)c(=S)[nH]c2c1)N1CCc2ccccc21
 : 16.6	-13.4
CCOC(=O)N1CCN(C(=O)CSc2ncccn2)CC1
 : 8.7	4.1
COc1ccc(-n2c(COc3ccc4c(c3)OCO4)nnc2SCC(=O)O)cc1
 : 12.7	-3.2
COc1cccc2c(=S)c(CCC(C)=O)c(C)[nH]c12
 : 7.8	11.4
C=CCOc1ccc(/C=C/C(=O)OCC(=O)NCCc2ccccc2)cc1
 : 3.2	-1.0
COC(=O)c1ccccc1S(=O)(=O)N(CCCN1CCOCC1)Cc1cccs1
 : 19.2	-5.2
Cc1sc2nc(COC(=O)c3ccc(O)cc3)[nH]c(=O)c2c1C
 : -2.7	6.6
COc1cccc(C(NC(C)=O)c2nc(-c3csc4ccccc34)cs2)c1 (configuration not stated)
 : 2.0	0.2
O=C(c1ccc(-c2ccccc2Cl)o1)N1CCN(c2ccccc2O)CC1
 : 7.0	7.9
CCCCN(C(=O)CC1CCCC1)c1c(N)n(CC(C)C)c(=O)[nH]c1=O
 : -6.2	19.0
COc1ccc(CCN2CC(C(=O)OCC(=O)NC(Cc3ccccc3)C(C)=O)CC2=O)cc1OC (configuration not stated)
 : -2.9	2.0
CN(C)c1ccc(C(=S)N2CCOCC2)cc1Br
 : -8.5	-7.0
CSc1c(-c2ccccc2)nc2ccc(Cl)cc2c1C(=O)O
 : -2.1	15.3
O=C(Nc1nc2ccccc2[nH]1)C1CC(=O)N(c2ccc3c(c2)OCCO3)C1 (configuration not stated)
 : 3.6	-1.1
COC(=O)C1CCN(C(=O)CN2C(=O)c3ccccc3S2(=O)=O)CC1
 : -24.6	6.0
Cn1cnc(S(=O)(=O)N2CCN(c3ccc(F)cc3)CC2)c1
 : 8.1	-3.6
Cc1snc2sc(C(=O)c3ccc(Br)cc3)c(N)c12
 : -4.1	-3.9
COC(=O)c1c[nH]c(=O)c2ccccc12
 : 1.5	-7.0
O=C(/C=C/c1cccc([N+](=O)[O-])c1)OCC(=O)c1ccccc1
 : 4.5	4.0
COc1ccc(OCC(=O)N/N=C/c2cccc3cccnc23)cc1
 : -5.3	-3.6
COc1ccc2c(-c3ccccc3)cc(N3CCOCC3)nc2c1
 : 15.6	-3.4
Cc1cc(NC(=O)CSc2nnc(-c3ccccc3F)n2C)no1
 : 8.4	2.4
O=C(N/N=C/c1cc2ccccc2nc1Cl)[C@H]1C[C@@H]1c1ccccc1
 : -3.6	5.9

More results
compound	TAG inh	TAG inh DAPI viability
Cc1noc(C)c1C(=O)N1CCC1(C)C(=O)NS(=O)(=O)c1ccccc1Cl (configuration not stated)	8.3	-6.0
O=c1c2nnn(Cc3ccccc3)c2ncn1C/C=C/c1ccccc1	0.9	-0.6
O=C(C1CCN(S(=O)(=O)c2ccccc2)CC1)N1CCN(c2ccccc2)CC1	0.1	3.1
COc1ccc(OC(=O)COc2ccccc2C)cc1	5.2	-13.1
CCCOc1ccc(F)cc1-c1cc(C(=O)NCc2cccs2)[nH]n1	-6.0	2.0
c1nnnn1C12CC3CC(CC(C3)C1)C2	8.6	0.5
CCN(CC)CCC(=O)N1C/C(=C/c2ccccc2)C(=O)/C(=C\c2ccccc2)C1	50.5*	-40.4*
CCCS(=O)(=O)NC(=O)C1(C)CCCN(C(=O)c2ccccc2Br)C1 (configuration not stated)	-4.5	4.4
Cc1cc(C)nc(-n2ncc3c2CC(C)CC3=O)n1 (configuration not stated)	-2.2	-6.5
NC(=O)C1CCN(CC(=O)Nc2cc(Cl)ccc2Oc2ccccc2)CC1	-2.6	4.3
Cc1cc(=O)[nH]c(=S)[nH]1	-5.8	7.4
COc1ccc(C(=O)N2CCN(c3ccccc3)CC2)cc1S(=O)(=O)NC1CC1	1.8	-6.2
COc1cccc2cc(C(C)N(CCCN3CCOCC3)C(=S)Nc3ccc(C)cc3)oc12 (configuration not stated)	-0.3	4.7
CCn1c(CCCNC(=O)c2cccs2)nc2ccccc21	-9.8	-5.1
O=C1CCn2nc(-c3ccc(Cl)cc3)cc2N1	11.3	-1.9
CC(=O)c1ccc(C(=O)N2CCCC(Nc3ccccc3)C2)s1 (configuration not stated)	-2.5	1.7
CC(=O)Cc1nsc(NC(=O)c2cccs2)n1	-12.4	15.2
O=c1c2ccccc2nc2sc(Nc3ccc(F)cc3)nn12	4.8	0.6
N#Cc1ccc(OCC(=O)Nc2cc(S(=O)(=O)N3CCOCC3)ccc2N2CCOCC2)cc1	9.2	-9.0
Cc1ccc(SCC(=O)N(C)CC(=O)Nc2cccc(F)c2)c(C)c1	-7.1	7.1
Cc1ccc2c(=O)n3c(nc2c1)C(Cc1ccc(O)cc1)NC(=O)c1cc2ccccc2cc1-3 (configuration not stated)	52.6*	-30.8*

Entries of single compounds, looked up by structure. Order of screens: TAG inh	TAG inh DAPI viability
`Cc1noc(C)c1C(=O)N1CCC1(C)C(=O)NS(=O)(=O)c1ccccc1Cl` (configuration not stated) in the list: 8.3	-6.0
`Cc1ccc2c(=O)n3c(nc2c1)C(Cc1ccc(O)cc1)NC(=O)c1cc2ccccc2cc1-3` (configuration not stated) in the list: 52.6*	-30.8*

A few values from the results shown:
TAG inh result of COc1ccc(C(=O)N2CCN(c3ccccc3)CC2)cc1S(=O)(=O)NC1CC1 stands at 1.8
TAG inh result of CCn1c(CCCNC(=O)c2cccs2)nc2ccccc21 stands at -9.8
TAG inh result of Cc1cc(C)nc(-n2ncc3c2CC(C)CC3=O)n1 (configuration not stated) stands at -2.2
TAG inh result of O=c1c2ccccc2nc2sc(Nc3ccc(F)cc3)nn12 stands at 4.8
TAG inh DAPI viability result of O=C1CCn2nc(-c3ccc(Cl)cc3)cc2N1 stands at -1.9

In a second layout: results already given.
O=C(C1CCN(S(=O)(=O)c2ccccc2)CC1)N1CCN(c2ccccc2)CC1
  TAG inh: 0.1	TAG inh DAPI viability: 3.1
CCn1c(CCCNC(=O)c2cccs2)nc2ccccc21
  TAG inh: -9.8	TAG inh DAPI viability: -5.1

Compound activity (PubChem BioAssay)
